TRPM1 prom inh = MITF TRPM1 promoter inhibition in SK-MEL-5 cells; SK-MEL-5 TRPM1 promoter luciferase, 24 h; inhibition, % at 12.5 µM; 330,000 tested, 0.83% active; AID 488899;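 active means mean inhibition across replicates of 60% or more, whatever share of single replicates reaches that level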; further: values of inactives mirror those of a sister screen read the other way
HIF-2a block = blocks HIF-2a reporter activity; 360,000 tested, 0.72% active; inhibition, % at 18.8 µM; 786-0 RCC cells HIF-2a reporter, luciferase luminescence, overnight;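 active means inhibition of the luminescence signal of 40% or more relative to plate controls, in a single-dose primary screen at 18.75 µM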
NR2E3 ag-1 = NR2E3 (human) agonism; Q9Y5X4; GST-NR2E3/biotin-RetCOR TR-FRET, 1536-well; inhibition of corepressor binding, % at 4.78 µM; 320,000 tested, 0.12% active; AID 2300;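 active means percent inhibition above the cutoff of mean plus 3 SD of all tested compounds, set per screening campaign, cut at about 20% in these data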;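 further: 0% = DMSO wells and 100% = biotin wells as full block of FRET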
Target sequence (Q9Y5X4 whole entry, looked up): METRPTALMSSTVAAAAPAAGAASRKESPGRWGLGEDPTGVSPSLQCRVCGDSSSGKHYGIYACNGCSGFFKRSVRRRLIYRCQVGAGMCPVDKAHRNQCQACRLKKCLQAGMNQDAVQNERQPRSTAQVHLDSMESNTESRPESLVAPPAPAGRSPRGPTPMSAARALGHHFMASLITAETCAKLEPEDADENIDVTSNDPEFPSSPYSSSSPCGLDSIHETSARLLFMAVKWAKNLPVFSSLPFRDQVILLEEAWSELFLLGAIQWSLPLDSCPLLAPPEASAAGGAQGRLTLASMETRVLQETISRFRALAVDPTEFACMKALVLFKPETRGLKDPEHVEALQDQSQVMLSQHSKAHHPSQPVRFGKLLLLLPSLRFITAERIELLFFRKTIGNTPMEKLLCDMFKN
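system = GST-tagged NR2E3 plus biotinylated RetCOR corepressor | input = 1.35 nM GST-NR2E3 | also added = 7 nM biotin-RetCOR | schedule = 5 h incubation at 4 °C | measured by = TR-FRET with europium anti-GST and streptavidin-D2, 340 nm excitation | read-out = percent loss of FRET ratio relative to control wells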
TROY signal inh = inhibitors of TROY-dependent NF-kB signaling; 360,000 tested, 0.98% active; Q293 LMP1-TROYcd NF-kB luciferase reporter, 4 h; inhibition, % at 10 µM;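 active means compounds whose plate-normalised and pattern-corrected inhibition of the luciferase reporter signal at the single screening dose is 50% or more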
TRAIL sens C8 = caspase-8 TRAIL sensitization; NB7+C8 cells + TRAIL, ATPlite viability luminescence; AID 624354; inhibition (viability loss, TRAIL sensitization), % at 10 µM; 360,000 tested, 1% active;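 active means compounds causing at least 50% loss of cell viability in the single-dose screen, relative to plate controls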
TWEAK-Fn14 inh = TWEAK-Fn14 signaling inhibition; inhibition, % at 10 µM; TWEAK-stimulated Fn14 reporter cells, luciferase luminescence, 8 h; AID 1159606; 360,000 tested, 2% active; in the data active means inhibition above about 50%
Peg3 prom inh = reduces Peg3 promoter-driven luciferase expression in HeLa. HeLa PEG-Prom luciferase reporter, luminescence, overnight. inhibition, % at 20 µM. 360,000 tested, 1.7% active. AID 588405;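 active means inhibition of at least 50% at 20 µM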
Shn3 inh set2 = reduces Shn3 3'UTR luciferase signal in osteoblasts | inhibition, % at 12.5 µM | 360,000 tested, 0.52% active | AID 588674 | Clone20 osteoblast Shn3 3'UTR firefly luciferase, 24 h;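 active means mean inhibition of at least 75% with every replicate also reaching 75%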;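 further: 0% = median of neutral control wells and 100% = pilot-screen positive control compound; some compounds past the cut are filed as inactive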
CF NFkB inh = blocks PAF-induced NF-kB reporter in cystic fibrosis cells. KKLEB NF-kB-GFP reporter, GFP fluorescence overnight. inhibition, % at 5 µM. 360,000 tested, 0.86% active;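 active means at least 50% inhibition at 5 µM, scaled per plate between neutral and stimulator controls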;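 further: PAF is a Pseudomonas aeruginosa culture filtrate used as stimulus; plate controls were PAF-stimulated DMSO wells for no effect and unstimulated DMSO wells for full effect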
NR2E3 ag-2 = human photoreceptor-specific nuclear receptor agonism. Q9Y5X4. 360,000 tested, 0.35% active. AID 602229. inhibition of corepressor binding, % at 3.98 µM. CHO-S Gal4-NCOR/VP16-NR2E3 two-hybrid, luciferase;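 active means inhibition above the mean of all tested compounds plus 3 SD, cut at about 70% in these data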;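 further: 0% = DMSO with NR2E3 transfected cells and 100% = cells lacking NR2E3 construct; higher means lower luciferase signal from less NR2E3 corepressor binding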
KKLEB cytotox = CF airway cell cytotoxicity counter-screen; 360,000 tested, 0.36% active; activity change (cytotoxicity), % at 5 µM; KKLEB CF airway cells viability, ATPlite luminescence, overnight; stronger effect = lower value; cells stimulated with P. aeruginosa culture filtrate;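 active means corrected activity change at or below -50% at 5 µM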
Active calls of the source: *; x = not tested or not shown.

#	molecule	Peg3 prom inh	HIF-2a block	CF NFkB inh	TRAIL sens C8	TRPM1 prom inh	Shn3 inh set2	KKLEB cytotox	NR2E3 ag-2	TWEAK-Fn14 inh	NR2E3 ag-1	TROY signal inh
1	CCC(C)NCC(=O)Nc1cc(S(=O)(=O)N(CC)c2ccccc2)ccc1Cl (stereo not drawn)	19	24	23	28	-9	3	-13	-4	12	1	11
2	c1ccc(Nc2nc(-c3cccs3)cs2)nc1	-210	-152	-22	30	-14	-32	0	-179	46	1	-10
3	COC(=O)/C=c1/s/c(=C(/C#N)C(=O)NCc2ccccc2)n(-c2ccccc2)c1=O	10	7	5	4	12	32	-9	-38	-5	3	24
4	CC1CCN(C(=O)CSc2nnc3c(n2)[nH]c2ccc(F)cc23)CC1	17	1	-10	0	-10	0	-11	-2	20	0	17
5	COC(=O)c1ccc2nc(-c3ccc(OC)c(OC)c3)c(CC3CCCCC3)n2c1	9	-48	-69	-2	x	-21	-10	-8	-24	x	-5
6	CN(C)c1cccc(C(=O)NNC(=O)NC2CCCCC2)c1	2	7	-8	-7	7	-13	1	3	17	-1	-11
7	COc1ccc(N=C2SC(C(=O)Nc3ccc(OC)cc3)CC(=O)N2CCN2CCOCC2)cc1 (stereo not drawn)	8	15	-25	-5	2	19	14	-8	46	-2	-8
8	Cc1ccc(NC(=O)Cn2nnc(C(=O)NCc3ccco3)c2N)cc1	0	7	-8	-3	13	20	0	-16	-6	-4	-15
9	CC1(C)Cc2ccccc2-c2nnc(SCc3ccccc3)n21	-77	-114	-37	5	-34	-24	30	-33	-15	-4	-25
10	CC(C)c1nc(NCCO)c2nnn(Cc3ccccc3)c2n1	21	17	10	15	0	4	-8	-17	-4	-2	4
11	CCOc1ccc(C(C(=O)NC(C)(C)C)N(CCOC)C(=O)CCC(=O)Nc2ccccn2)cc1 (stereo not drawn)	20	15	-2	0	10	11	8	-19	11	-3	9
12	O=S(=O)(c1ccc(-c2csc(Nc3ccc(Br)cc3)n2)cc1)N1CCCC1	31	16	19	34	29	40	-22	-5	61*	1	36
13	O=C(NCc1ccc(Cl)cc1)c1cc2c(s1)CS(=O)(=O)C2	3	0	6	6	3	1	4	27	-14	-1	1
14	O=C(Cc1csc(NC(=O)Nc2ccc(Cl)cc2)n1)NCc1ccccn1	-256	-194	-12	54*	-55	-54	-1	-73	-15	4	-29
15	COC(=O)Cc1ccc(NC(=S)N2CCN(c3ccccn3)CC2)cc1	-2	8	-11	14	5	10	-3	-20	-8	-1	18
16	CSc1ccc(S(=O)(=O)N2CCC(C(=O)NCc3cccnc3)CC2)cc1	2	3	-18	-4	-2	-6	8	-16	27	-1	8
17	COc1ccccc1N1CCN(C(=O)C(CC(C)C)NC(=O)C2CCCCC2)CC1 (stereo not drawn)	0	14	11	10	8	7	-4	-30	9	4	-15
18	O=C(c1cc(COc2ccc(F)cc2Cl)on1)N1CCC(c2ccncc2)CC1	-26	-73	-8	18	8	76	-2	36	13	-1	10
19	Cc1cc(C)cc(N(C(=O)CNC(=O)c2ccco2)C(C(=O)NC2CCCC2)c2ccncc2)c1 (stereo not drawn)	16	2	5	8	7	-5	-8	0	24	2	-1
20	Cc1ccccc1OC1(C)CCN(Cc2ccc3ccccc3c2)C1 (stereo not drawn)	11	13	1	10	x	-14	-8	-49	-15	x	-4
21	O=C(COc1ccc(Cl)cc1)Nc1ccc2c(c1)OCO2	-175	-205	5	-11	-10	-14	7	-5	-4	1	-31
22	C(=N\N1CCOCC1)/c1cccs1	-2	6	-7	12	9	-45	2	1	-7	0	0
23	COc1ccc(OC)c(S(=O)(=O)N2CCC(C(=O)NC3CCCC3)CC2)c1	8	10	-14	-15	6	-1	0	-4	39	1	24
24	CCOc1ccc2ncc(S(=O)(=O)c3ccc(C)cc3)c(N3CCC4(CC3)OCCO4)c2c1	43	17	22	9	-17	12	-30	-8	19	-2	12
25	CCOC(=O)Cc1csc(NC(=O)c2cccnc2)n1	29	17	4	-3	0	-13	3	-7	-5	-3	1

New compounds follow:
#	molecule	Peg3 prom inh	HIF-2a block	CF NFkB inh	TRAIL sens C8	TRPM1 prom inh	Shn3 inh set2	KKLEB cytotox	NR2E3 ag-2	TWEAK-Fn14 inh	NR2E3 ag-1	TROY signal inh
26	COc1ccc(OC)c2sc(NNC(=O)COc3ccccc3)nc12	8	6	-6	-11	3	8	1	-4	1	0	10
27	Cc1cc2oc(=O)cc(CSc3nnc(C)n3N)c2cc1C(C)C	8	11	8	13	6	-6	0	31	0	2	2
28	CCN(C(=O)c1ccc(NC(=O)Cc2ccccc2)cc1)c1ccccc1	4	-1	-14	-3	-5	-7	21	13	13	x	5
29	O=S(=O)(c1ccc2ccccc2c1)N1CCNCC1	10	18	6	-4	8	-8	7	-32	3	-1	18
30	Cc1ccc(CC2CC(=O)N(c3cc(C)ccc3C)C2=O)cc1 (stereo not drawn)	6	8	-6	-2	-8	6	-8	-20	-3	2	-3
31	CS(=O)(=O)c1cnc(-c2ccccc2)nc1Sc1ccc(F)cc1	5	-7	28	-16	-5	2	-14	-13	13	4	-5
32	CCCc1ccc(OCc2ccccc2)c2c(=O)cc(C(=O)OCC)oc12	7	15	3	-13	-4	-12	3	-24	-20	3	1
33	CCOC(=O)c1c(NC(=O)CCCC(=O)O)sc2c1CCC2	0	20	-10	2	-1	-16	4	2	15	0	0
34	O=C(CSc1nccn1Cc1ccc(F)cc1)NC1CCCC1	5	-6	3	-8	2	-6	17	-13	2	0	-33
35	O=C(c1ccc(Cl)cc1)C1CCN(C(=O)c2ccc(F)cc2)CC1	20	23	22	-5	20	24	-27	26	1	3	18
36	Cc1coc2c(C)c3oc(=O)c(CC(=O)N[C@@H](CC(C)C)C(=O)O)c(C)c3cc12	-16	1	-8	0	8	7	3	9	7	2	-1
37	Cc1ccccc1NC(=O)CC(C)S(=O)(=O)c1ccc2c(c1)NC(=O)CO2 (stereo not drawn)	17	4	-3	4	3	5	13	25	-1	-1	-16
38	NC(=O)c1ccccc1-c1nc(-c2ccccc2)no1	-131	-159	2	1	-34	-56	-4	-54	-10	1	-29
39	O=C(/C=C/[C@H]1O[C@@H](n2ccc(=O)[nH]c2=O)[C@H](O)[C@@H]1O)NCc1cccnc1	7	-3	-4	0	x	5	17	-27	16	x	-5
40	COc1ccc2c(c1OC)C(=O)OC2N1C(=O)CC[C@H]1C(=O)Nc1ccc2c(c1)OCO2 (stereo partly drawn)	-31	-27	-10	-8	-3	-1	10	-42	13	2	-21
41	O=C(Nc1csnn1)OCc1ccccc1	-116	-142	-1	-6	-52	2	11	-27	-15	x	-24
42	COc1ccccc1CCNC(=O)C(=O)NCC1OCCN1S(=O)(=O)c1ccc([N+](=O)[O-])cc1 (stereo not drawn)	18	-9	11	19	15	-5	-1	-18	5	0	-16
43	COCCn1c(COc2cccc(OC)c2)nnc1SCC(=O)NC1CCCCC1	9	20	-1	-16	6	8	3	-20	-2	-1	-7
44	CC(NS(=O)(=O)c1ccc2c(c1)c(=O)n(C)c(=O)n2C)C(=O)NC1CCCCC1 (stereo not drawn)	3	7	-1	-20	7	1	-1	-1	7	-3	7
45	COc1ccc(/C=C/C(=O)OCC(=O)NCc2ccco2)c(OC)c1	9	9	1	-1	6	-2	-1	-9	5	0	10
46	CCCCN(Cc1cc2cc(OC)ccc2[nH]c1=O)S(=O)(=O)c1ccc(C)cc1	37	19	31	23	0	69	-18	-23	52*	2	46
47	c1ccc(C(c2ccccc2)c2ccn[nH]2)cc1	-37	-82	8	0	-14	-10	-11	-12	-25	3	-32
48	COc1cc(/C=C/C(=O)OC[C@H]2O[C@H](OC3(CO)OC(CO)C(O)C3O)[C@H](O)[C@@H](O)[C@@H]2O)ccc1O (stereo partly drawn)	-1	11	3	1	-6	16	-8	-5	20	x	-7
49	Clc1ccc(OCCN2CCCCC2)cc1Cl	-3	2	11	23	-6	16	1	-7	-7	0	-31
50	CC(=O)Nc1cccc(OCCCNC(=O)C2CCC2)c1	0	17	-4	24	4	1	-7	-4	10	3	7

The final two entries of the part above are carried over, then new ones follow.
#	molecule	Peg3 prom inh	HIF-2a block	CF NFkB inh	TRAIL sens C8	TRPM1 prom inh	Shn3 inh set2	KKLEB cytotox	NR2E3 ag-2	TWEAK-Fn14 inh	NR2E3 ag-1	TROY signal inh
49	Clc1ccc(OCCN2CCCCC2)cc1Cl	-3	2	11	23	-6	16	1	-7	-7	0	-31
50	CC(=O)Nc1cccc(OCCCNC(=O)C2CCC2)c1	0	17	-4	24	4	1	-7	-4	10	3	7
51	CCOC(=O)C1CCCN(S(=O)(=O)CCNC(=O)c2ccccc2)C1 (stereo not drawn)	3	9	5	-21	4	6	3	3	1	5	11
52	c1ccc(-c2csc(N3CCOCC3)n2)cc1	-177	-186	-12	13	-82	-47	15	-44	-7	1	-81
53	O=C1CN(C(=O)COC(=O)C2CC(=O)N(Cc3ccco3)C2)c2ccccc2N1 (stereo not drawn)	7	4	-4	-15	2	1	11	-5	-8	6	18
54	Nc1nnc(/C=C/c2ccccc2)s1	-167	-171	-24	11	-108	-39	7	-65	-25	0	-35
55	O=C(CSc1nc(=O)n(CCCN2CCOCC2)c2c1CCCC2)Nc1ccc(Cl)cc1	1	6	29	10	10	-4	-23	-20	-8	-3	7

These rows are one share of the data (hit frequency here may not be typical).
